Autophagy mod = autophagy modulation, high-content screen. MEF GFP-LC3 puncta imaging; test concentration mostly 10 µM. calls only at 10 µM (by protocol). actives 0.98% (n = 190,000);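 active = percentage of spot-positive cells more than 3 SD above its plate mean, without a fluorescence outlier flag or 80% toxicity; inconclusive = no clear call, values can overlap the other calls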;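 note: spot-positive cell cutoff set from DMSO-treated cells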
Dynein transport = dynein cargo transport inhibition; actives 0.47% (n = 220,000); 3617.4 mouse cells, GR-EGFP nuclear translocation imaging; test concentration mostly 20 µM; stimulated with dexamethasone, 1 µM; stronger effect = lower value; AID 1381; z-score, hits read low;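 active = plate z-score of nuclear minus cytoplasmic receptor signal below a set negative limit, without overly bright fluorescence or cell loss, cut at about -3.5 in these data, passing the limit was not always enough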;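 note: z-score of nuclear minus cytoplasmic ring GR-EGFP intensity difference per well; some compounds called inactive have numbers as strong as hits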
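Buffer or medium: tet-free, stripped-serum medium; reagent: dexamethasone at 1.0 µM final, 30 min; incubation: 48 h induction, 1 h compound, 30 min dex at 37 °C; measured by: formaldehyde fixation, Hoechst nuclear stain, 10x automated fluorescence imaging; read-out: nuclear-to-cytoplasmic GR-EGFP distribution per well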
M1AAP inhibition = P. falciparum M1AAP inhibitors, biochemical, fluorogenic H-Leu-NHMec substrate, 1536-well (AID 1445). inhibition, % at 30 µM; hits with a dose series show IC50 in µM. recombinant M1AAP, H-Leu-NHMec fluorogenic kinetic assay; higher % means a stronger effect. actives 0.42% (n = 220,000);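 active = primary inhibition above the hit cutoff, then over 50% inhibition at one or more dose response concentrations, cut at about 23% in these data, passing the limit was not always enough; inconclusive = conflicting primary data, or primary hits not chosen for dose response; inactive = low primary inhibition, or under 50% at every dose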;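 note: plate controls were DMSO full reaction for no effect and no enzyme background for full effect; strong numbers were not always called active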
MT stabilizer = microtubule stabilizers in HeLa cells | actives 0.83% (n = 200,000) | HeLa tubulin immunostaining HCS, 24 h; share of cells brighter than vehicle mean+2SD | % tubulin-high responders, % at 10 µM;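 active = plate Z-score above 3 for both tubulin-high and condensed-nucleus cell shares, with cell loss under 80%, at 10 µM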;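 note: anti alpha tubulin signal scored within the nucleus-defined area of each cell; some results filed as inactive read as strong as hits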
Yfh1-depleted yeast = mitochondrial function rescue without frataxin homolog – Friedreich's ataxia, plus single-dose screen, dose response (AID 1465). S. cerevisiae Yfh1-off respiration, WST-1 reduction, 72 h; higher fold induction means a stronger effect. fold induction at 50 µM; hits with a dose series show EC50 in µM. actives 0.074% (n = 220,000);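 active = fold induction of absorbance versus untreated yeast above a set limit, then at least 30% activation at any dose in follow-up; inconclusive = repeats straddling the limit, or above it without dose testing; inactive = fold induction below the set limit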;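 note: activators that raise dye reduction in frataxin-depleted yeast; strong numbers were not always called active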
WT yeast gro inh = growth inhibition of WT yeast, mitochondrial fusion screen; mitochondrial fusion phenotypic screen, WT strain; inhibition, % at 10 µM; actives 2.1% (n = 190,000); in the data active = inhibition above about 58%; tested in S. cerevisiae
M17LAP inhibition = P. falciparum M17LAP inhibitors, primary screen, biochemical, fluorogenic H-Leu-NHMec substrate, 1536-well (AID 1619); actives 0.38% (n = 220,000); inhibition, % at 30 µM, or IC50 in µM where a hit was titrated; recombinant M17LAP, H-Leu-NHMec fluorogenic kinetic assay; higher % means a stronger effect;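 active = compound inhibiting the enzyme by more than half at any dose during confirmatory dose-response retesting; inconclusive = strong single-dose inhibitors picked by rank but not retested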;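 note: plate controls were full reaction with DMSO carrier for no effect and no enzyme background for full effect; strong numbers were not always called active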
T cell HTS = T cell immune modulation candidate; 2C CD8+ T cell-vesicle binding, flow cytometry; stronger effect = lower value; calls only at 7 µM; actives 0.068% (n = 330,000);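 active = response, share of CD8 T cells binding vesicles, and their 90th percentile fluorescence all below set limits, cut at about 80% in these data, passing the limit was not always enough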
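Benchmarks: naked versus QL9-loaded vesicles / Assay system: purified 2C TCR transgenic mouse naive CD8+ T cells / Technique: high-throughput flow cytometry with anti-B7-1 and anti-CD8 staining / Timing: Cell–vesicle co-incubation 1.5 h at 37 °C, staining 20 min on ice / Read-out: percent CD8+ FL2 mean versus row control / Probe or stimulus: QL9-loaded Drosophila micro-vesicles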
bCat nuc transl = beta-catenin nuclear translocation modulation; nuclear translocation activity, % at 5 µM; AID 1665; actives 0.3% (n = 190,000); HeLa beta-catenin nuclear translocation, immunofluorescence imaging;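 active = nuclear translocation activity above 50% at 5 µM, with a well cell count of 50 or more; inconclusive = wells under 50 cells across six images, flagged as toxic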;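 note: per-cell ratio of nuclear to cytoplasmic median beta-catenin stain intensity; plate controls were DMSO negative control for no effect and GSK-3 inhibitor IX positive control for full effect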
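Test system: human HeLa cells, native beta-catenin. Compound dosing: 5 µM primary single dose, 0.1% DMSO, 0.02–20 µM confirmation series. Incubation: compound exposure 24 h at 37°C. Detection: beta-catenin immunostaining with DAPI counterstain, 20x imaging, 6 fields/well. Read-out basis: Nuclear/cytoplasmic beta-catenin signal ratio, % activation.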
WT yeast gro inh mutant strain = also measured in WT yeast gro inh; calls as there; inhibition, %; mitochondrial fusion phenotypic screen, mutant strain inhibition
Dynein transport cytoplasmic EGFP = second read-out of Dynein transport, no call of its own (marks repeat the call); z-score; measured here: cytoplasmic GR-EGFP intensity; stronger effect = higher value
Dynein transport nuclear GR-EGFP = further read-out of Dynein transport, marked with its call; z-score; measured here: nuclear GR-EGFP intensity;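 lower value marks the stronger effect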
Dynein transport cell count = second read-out of Dynein transport, no call of its own (marks repeat the call); z-score; measured here: cell count per field
bCat nuc transl cell count 5 µM = second read-out of bCat nuc transl, no call of its own (marks repeat the call); cell count; measured here: cell count, cytotoxicity flag
T cell HTS vesicle-bound % = recorded beside T cell HTS, whose call it bears; double positive events, %; measured here: CD8+ vesicle-bound cell fraction;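 binding gate set so that unloaded-vesicle control wells show 10% double positive cells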
MT stabilizer Hoechst-high % = further read-out of MT stabilizer, marked with its call; % Hoechst-high responders; measured here: nuclear condensation Hoechst responders;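 share of cells brighter than vehicle mean plus two SD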
MT stabilizer cytotoxicity % = second read-out of MT stabilizer, no call of its own (marks repeat the call); toxicity, %; measured here: cytotoxicity by cell density;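 0% = mean cell density of plate MIN control wells and 100% = no cells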
Autophagy mod cell loss 18 h = also measured in Autophagy mod; calls as there; toxicity, %; measured here: cell loss, nuclei count;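 cell loss after 18 h compound exposure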
Active calls of the source: *; i = inactive; ? = inconclusive; · = no result given.

SMILES	Autophagy mod	Autophagy mod cell loss 18 h	Dynein transport	Dynein transport cytoplasmic EGFP	Dynein transport nuclear GR-EGFP	Dynein transport cell count	M1AAP inhibition	MT stabilizer	MT stabilizer Hoechst-high %	MT stabilizer cytotoxicity %	Yfh1-depleted yeast	WT yeast gro inh	WT yeast gro inh mutant strain	M17LAP inhibition	T cell HTS	T cell HTS vesicle-bound %	bCat nuc transl	bCat nuc transl cell count 5 µM
COCCn1c(SCC(=O)/C=C2\N(C)c3ccccc3C2(C)C)nnc1-c1ccncc1	i	8	-0.94	-0.27	-0.75	0.9	4%	2.5	2.1	6.2	i	-20	-10	26%	i	21	4.3	547
Cn1c(SCC(=O)NNC(=O)Cc2ccccc2)nnc1-c1ccc(Cl)cc1	i	12	-0.14	-0.23	-0.24	0.26	2%	1.7	1.8	4.4	i	33	18	-10%	i	28	-0.8	1099
Cc1c(C(=O)NC2CCCc3ccccc32)oc2ccc(S(=O)(=O)N3CCOCC3)cc12 (stereo unspecified)	i	0	0.045	-0.17	-0.11	0.17	-2%	1.5	1.5	4.1	i	-11	-1	-7%	i	22	-0.6	1452
CC(=O)N(C1=C(Cl)C(=O)c2ccccc2C1=O)C1CCCCC1	·	·	-6*	0.92*	-2.8*	0.17*	8%	·	·	·	?	·	·	2%	i	22	2.9	1267
O=C1c2ccccc2C(=O)N1CCCCN(C(=O)c1ccc(Cl)s1)c1ccc(Cl)cc1	i	6	-0.14	-0.28	-0.36	-0.083	-1%	3.4	2.7	2.8	i	5	-2	10%	i	4	-0.2	980
Cc1cc(N=Cc2c(O)ccc3cc(Br)ccc23)no1	i	-16	0.58	-0.2	-0.07	-0.17	15%	2.2	3.5	14	i	0	-14	8%	i	36	-3.3	613
CCCCNC(=O)Cn1cnc2c(cnn2-c2ccc(C)c(C)c2)c1=O	i	14	0.15	-0.25	-0.56	-1.4	0%	5.8	3.3	5.0	i	6	8	-7%	i	40	-2.2	828
O=C(COC(=O)c1cc[n+]([O-])cc1)NCc1ccccc1Cl	i	4	-0.78	-0.22	-0.3	1.1	-3%	1.4	1.6	5.4	i	13	-9	7%	i	19	-4.4	1118
Cc1cc(S(N)(=O)=O)c(N)c(S(N)(=O)=O)c1	·	·	0.3	-0.17	0.17	-1	-4%	·	·	·	i	·	·	-8%	i	26	-1.5	1168
CCCCNS(=O)(=O)c1ccc(NS(=O)(=O)c2c(C)cc(C)cc2C)cc1	i	-6	-0.52	-0.36	-0.091	0.79	11%	2.2	1.1	9.6	i	10	9	8%	i	18	·	·
C=CCC(NCCCO)c1cccc(OC)c1OC (stereo unspecified)	i	-2	-0.044	-0.17	-0.15	0.011	-1%	1.2	1.6	8.0	i	16	-4	0%	i	58	-5.7	1239
Cc1ccc(C(=O)COC(=O)c2cc(=O)[nH]c3ccccc23)cc1	i	-6	0.98	-0.29	-0.25	0.13	1%	2.8	2.3	13	i	-8	-5	4%	i	48	-1.5	1122
O=C(CSc1nnc(-c2ccc(F)cc2)c2ccccc12)NCC1CCCO1 (stereo unspecified)	i	4	-0.84	0.38	-0.31	-0.14	3%	3.4	1.4	9.3	i	-10	-3	2%	i	31	1.1	1034
C/C(N)=C(/C#N)C(=O)COC(=O)CNS(=O)(=O)c1c(F)cccc1F	i	-7	0.75	-0.092	0.54	-1.3	8%	3.7	3.4	8.3	i	-7	1	16%	i	18	-1.9	1013
CCOc1ccc(NC(=O)CCCCn2c(=O)[nH]c3ccsc3c2=O)cc1	i	4	-0.17	-0.16	-0.028	-0.15	0%	2.4	2.0	3.4	i	-8	-13	21%	i	19	-2.2	1058
Cc1cccc(NC(=O)c2c(C)nc3ccccn23)c1	i	-4	0.26	-0.23	0.096	0.76	-2%	3.0	2.4	3.7	i	14	9	19%	i	34	3.2	525
O=C(CSc1nnc(SCc2ccc(Cl)cc2)s1)N1CCN(C(=O)c2ccco2)CC1	i	8	1.1	-0.22	0.87	1.4	4%	8.7	6.0	2.9	i	11	11	-4%	i	46	5.5	1030
CNC(=S)NNC(=O)COc1ccccc1C	i	-16	0.076	-0.17	0.54	0.18	9%	1.7	1.7	0.9	i	-6	1	-8%	i	26	-0.4	1264
N/C(=N\OC(=O)COc1ccccc1Cl)c1ccc(Cl)cc1	i	5	·	·	·	·	1%	1.0	1.4	1.1	i	32	0	-1%	i	42	-2.0	1261
NS(=O)(=O)c1cccc(NC(=O)CSc2nc3nc(-c4cccs4)cc(C(F)(F)F)c3c(=O)[nH]2)c1	·	·	-0.24	-0.26	-0.52	-0.2	30µM*	·	·	·	i	·	·	-1%	i	25	-0.9	1253
O=C(Cn1nnc2ccccc21)c1cccc([N+](=O)[O-])c1	i	1	0.19	-0.2	-0.31	0.52	2%	1.6	2.5	5.8	i	-4	-2	19%	i	28	-0.9	955
N#Cc1nc(-c2cccs2)oc1N1CCOCC1	i	5	-1.1	-0.24	-0.36	0.49	22%	1.5	1.4	7.3	i	-9	0	i	i	21	-0.5	1009
Cc1c(NC(=O)c2cc(CC(C)C)on2)c(=O)n(-c2ccccc2)n1C	i	-5	-0.049	-0.19	0.1	0.38	12%	6.4	3.0	4.1	i	-5	-7	16%	i	40	·	·
Cc1ccc2nc(Cl)c3nnnn3c2c1	i	-20	-5.2*	2.6*	-2.4*	-0.69*	5%	8.2	1.8	5.2	i	68	79	-1%	i	14	-1.3	1107
O=C(COC(=O)/C=C/c1nc2ccccc2s1)Nc1cccc(Cl)c1Cl	i	-9	1.3	-0.24	0.34	-0.79	1%	2.2	1.6	0.5	i	7	11	14%	i	46	·	·
The list continues:
SMILES	Autophagy mod	Autophagy mod cell loss 18 h	Dynein transport	Dynein transport cytoplasmic EGFP	Dynein transport nuclear GR-EGFP	Dynein transport cell count	M1AAP inhibition	MT stabilizer	MT stabilizer Hoechst-high %	MT stabilizer cytotoxicity %	Yfh1-depleted yeast	WT yeast gro inh	WT yeast gro inh mutant strain	M17LAP inhibition	T cell HTS	T cell HTS vesicle-bound %	bCat nuc transl	bCat nuc transl cell count 5 µM
CCC(=O)N1CCN(c2ccccc2NC(=O)c2ccc(OC)c(Cl)c2)CC1	i	8	2.9	0.087	1.2	-1.4	-3%	1.8	1.9	7.5	i	-2	0	6%	i	15	-16	1118
O=C(NCCc1ccccc1)C(=O)N/N=C/c1ccccc1C(F)(F)F	i	-4	-0.28	-0.24	-0.26	0.15	2%	1.6	1.6	3.0	i	8	7	-6%	i	45	-5.5	1243
Cc1nc2cc(N=NC3=C(O)CCCC3=O)ccc2s1	i	-37	-1.1	-0.18	0.18	0.14	12%	3.1	3.6	7.9	i	1	-12	29%	i	59	-2.7	877
Cc1ccc(C(=O)N/C(=C\c2ccco2)C(=O)NCc2cccnc2)cc1	i	-6	-0.83	-0.31	-0.62	1.1	6%	1.4	3.6	0.8	i	-15	-21	29%	i	8	5.2	975
CCn1c(C(O)c2ccc(C)cc2)nc2ccccc21 (stereo unspecified)	i	3	-0.31	-0.11	0.24	0.22	29%	2.2	2.9	9.9	i	-27	-8	7%	i	50	·	·
CCN(c1ccccc1)S(=O)(=O)c1ccc(Cl)c(NC(=O)CN2CCCCCC2)c1	·	·	-0.23	-0.23	0.74	-0.41	1%	·	·	·	i	·	·	-2%	i	22	0.0	1378
O=c1[nH]c2ccc(S(=O)(=O)N3CCC(Cc4ccccc4)CC3)cc2o1	i	-15	-0.23	-0.35	0.076	0.35	7%	2.9	1.8	2.1	i	-7	-23	-11%	i	33	-1.3	1434
CCN(CC)S(=O)(=O)c1cc([N+](=O)[O-])ccc1NNC(=O)Nc1ccccc1	i	-11	0.4	-0.17	0.26	0.17	10%	1.8	1.5	4.7	i	-9	-3	-3%	i	29	0.3	1040
CCCCc1ccc(-c2c(C#N)c(N)nc3c2CCCC3)s1	i	15	-0.025	-0.2	-0.32	-0.16	5%	2.9	3.3	7.5	i	9	-3	-1%	i	56	-1.9	1428
Cc1ccc(C(=O)ON=C2CCN(c3ccc([N+](=O)[O-])cc3)CC2)cc1	i	-3	-0.48	0.69	-0.23	0.26	14%	2.1	1.6	7.3	i	1	14	8%	i	39	-0.2	1410
Cc1ccc2c(c1)C(=O)C(=O)N2CCCOc1ccccc1	i	-4	-1.1	-0.2	-0.7	1.5	1%	2.3	1.6	7.2	i	-3	2	6%	i	25	0.9	1566
CCOc1cc(CNC(C)(C)C)ccc1OCC(=O)Nc1cccc(C(F)(F)F)c1	i	17	1.7	0.023	1.9	-3.1	0%	1.2	1.4	1.2	i	17	16	2%	i	11	-0.3	1004

Compound activity: PubChem BioAssay, several laboratories
